Gli-Sufu block – blocks Gli-Sufu signaling in a luciferase reporter. hit rate 0.74% among 340,000. inhibition, % at 5 µM. Sufu-KO-LIGHT fibroblasts, Gli luciferase reporter luminescence;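 active = inhibition above about 55%, limit read from the data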;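 also: 0% = DMSO-treated cells and 100% = wells with medium but no cells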
Apaf-1 inh – blocks human Apaf-1 apoptosome activity; O14727; reconstituted apoptosome caspase-3 activity, DEVD-Rh110 fluorescence; inhibition, % at 20 µM; hit rate 0.71% among 330,000; active = inhibition of at least 40% at 20 µM;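 also: plate controls were DMSO wells for no effect and DEVD-CHO caspase inhibitor wells for full effect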
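System: reconstituted apoptosome with Apaf-1, cytochrome c, caspase-9, procaspase-3, dATP; Signal: Rh110 fluorescence intensity; Schedule: 30 min compound preincubation, 50 min activation, room temperature; Reagent: cytochrome c trigger plus (Z-DEVD)2-Rh110 caspase-3 substrate.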
Jurkat NFkB inh – inhibitors of the PMA/ionomycin-induced NF-kB reporter in Jurkat cells. hit rate 0.53% among 330,000. AID 435003. PMA/ionomycin-induced NF-kB luciferase reporter, luminescence. inhibition, % at 4 µM
CCR6 antag – antagonists of human CCR6 receptor; P51684; CHO-K1 CCR6 PathHunter beta-arrestin, luminescence, CCL20-stimulated; inhibition, % at 20 µM; hit rate 0.49% among 340,000;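 active = compounds whose inhibition of the agonist-driven luminescence signal at 20 µM reaches about 50%, limit read from the data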;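 also: cells stimulated with CCL20 at 14 nM final; plate controls were DMSO with CCL20 for no effect and DMSO without agonist for full effect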
Target sequence (P51684 whole entry, looked up): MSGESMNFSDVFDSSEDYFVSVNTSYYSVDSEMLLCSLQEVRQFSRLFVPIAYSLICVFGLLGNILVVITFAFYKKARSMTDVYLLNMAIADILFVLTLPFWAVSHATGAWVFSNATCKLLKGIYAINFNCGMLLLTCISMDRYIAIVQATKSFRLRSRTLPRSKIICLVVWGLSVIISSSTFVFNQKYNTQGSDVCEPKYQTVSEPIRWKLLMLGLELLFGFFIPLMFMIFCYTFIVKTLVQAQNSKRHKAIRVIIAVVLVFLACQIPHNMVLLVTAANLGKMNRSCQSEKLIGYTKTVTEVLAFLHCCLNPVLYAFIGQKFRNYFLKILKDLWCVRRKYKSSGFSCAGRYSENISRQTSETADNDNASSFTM
SENP8 inh – SENP8 protease inhibition | inhibition, % at 10 µM | Q96LD8 | purified SENP8, Z-RLRGG-aminoluciferin cleavage, luminescence | hit rate 1.2% among 330,000
Target sequence (Q96LD8 whole entry, looked up): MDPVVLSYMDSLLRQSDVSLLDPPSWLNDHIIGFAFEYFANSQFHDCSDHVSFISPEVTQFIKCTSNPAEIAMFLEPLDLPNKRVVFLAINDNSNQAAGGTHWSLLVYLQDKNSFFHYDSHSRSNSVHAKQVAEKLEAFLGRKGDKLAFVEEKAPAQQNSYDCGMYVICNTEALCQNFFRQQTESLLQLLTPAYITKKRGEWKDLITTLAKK
EBI2 antag – antagonists of human EBI2 receptor; P32249; EBI2 beta-arrestin recruitment, luminescence, 7a,25-OHC stimulated; inhibition, % at 5 µM; hit rate 0.81% among 360,000; in the data active = inhibition above about 38%;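 also: enzyme fragment complementation signal reports receptor beta-arrestin coupling in cells; 0% = agonist plus DMSO wells and 100% = wells without agonist; some results beyond the cut were filed as inactive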
UBC13 polyUb – blocks human UBC13 polyubiquitin chain formation; P61088; TR-FRET; inhibition, % at 20 µM; hit rate 0.47% among 330,000; AID 485273; in the data active = inhibition above about 45%, passing the limit was not always enough
Target sequence (P61088 whole entry, looked up): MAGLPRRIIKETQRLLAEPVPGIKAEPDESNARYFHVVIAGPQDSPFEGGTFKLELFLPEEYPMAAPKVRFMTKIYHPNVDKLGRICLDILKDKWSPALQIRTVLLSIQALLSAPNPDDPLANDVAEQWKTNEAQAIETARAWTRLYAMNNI
697 NFkB inh – lowers PMA/ionomycin-induced NF-kB signal in 697 B cells. 697 B-cell NF-kB luciferase reporter, 16 h. inhibition, % at 4 µM. hit rate 0.33% among 330,000. AID 435022; in the data active = inhibition above about 35%
* marks the source's active call; other numbers are inactive results. Rule as the data show it, unless noted: active = inhibition above about 50%; inactive = the rest. Only part of the results is shown; the hit share may differ from the screen's.

CN(C(=O)c1cccc(Cl)c1)C1CCCN(Cc2ccccc2F)C1 (centres undefined) was read as Gli-Sufu block 7, Apaf-1 inh 4, Jurkat NFkB inh 9, CCR6 antag 19, SENP8 inh 2, EBI2 antag -9, UBC13 polyUb 4 and 697 NFkB inh -3.
Screening O=c1[nH]nc(Cc2ccc(-c3cccc(Cl)c3)o2)c2ccccc12 returned Gli-Sufu block 30, Apaf-1 inh 13, Jurkat NFkB inh 3, CCR6 antag 14, SENP8 inh -4, EBI2 antag 1, UBC13 polyUb -3 and 697 NFkB inh 4.
For O=c1c2ccccc2cnn1Cc1nnc(-c2cccs2)o1 the results were Gli-Sufu block -11, Apaf-1 inh 4, Jurkat NFkB inh -18, CCR6 antag 9, SENP8 inh -3, EBI2 antag -16, UBC13 polyUb -1 and 697 NFkB inh -9.
`CCOc1ccc(NC(=O)CSCc2cnn(-c3ccccc3)c2-n2cccc2)cc1` gave Gli-Sufu block 17, Apaf-1 inh 22, Jurkat NFkB inh -3, CCR6 antag 5, SENP8 inh -6, EBI2 antag 8, UBC13 polyUb 0 and 697 NFkB inh -15.
Screening Cc1nc2ccc(S(=O)(=O)NC(CC(C)C)C(=O)O)cc2s1 (centres undefined) returned Gli-Sufu block 20, Apaf-1 inh 0, Jurkat NFkB inh -14, CCR6 antag 18, SENP8 inh -12, EBI2 antag 2, UBC13 polyUb -8 and 697 NFkB inh -3.
`O=C1CNC(=S)N1CCCc1ccccc1` gave Gli-Sufu block -6, Apaf-1 inh 3, Jurkat NFkB inh -4, CCR6 antag 3, SENP8 inh -7, EBI2 antag -5, UBC13 polyUb 1 and 697 NFkB inh 0.
`O=C1NC(=O)/C(=C\c2ccc(Br)o2)S1` gave Gli-Sufu block -2, Apaf-1 inh 9, Jurkat NFkB inh -7, CCR6 antag 1, SENP8 inh 36, EBI2 antag 1, UBC13 polyUb 0 and 697 NFkB inh 1.
For Cc1ccccc1C1=N/C(=C/c2cccnc2)C(=O)O1 the results were Gli-Sufu block -7, Apaf-1 inh -9, Jurkat NFkB inh -2, CCR6 antag 6, SENP8 inh -2, EBI2 antag -2, UBC13 polyUb -8 and 697 NFkB inh 0.
CCS(=O)(=O)n1c(Cc2cccs2)nc2ccccc21 was read as Gli-Sufu block 26, Apaf-1 inh -3, Jurkat NFkB inh 5, CCR6 antag 1, SENP8 inh 7, EBI2 antag 4, UBC13 polyUb -1 and 697 NFkB inh -26.
`CC(=O)N(/N=C/c1cccc(C)c1)c1nc(-c2ccc(Br)cc2)cs1` gave Gli-Sufu block -18, Apaf-1 inh 6, Jurkat NFkB inh 6, CCR6 antag 17, SENP8 inh 3, EBI2 antag 3, UBC13 polyUb -7 and 697 NFkB inh -34.
Screening O=C(N/N=C/c1c(Cl)cccc1Cl)c1cccc(F)c1 returned Gli-Sufu block -24, Apaf-1 inh 3, Jurkat NFkB inh -30, CCR6 antag 23, SENP8 inh -19, EBI2 antag -5, UBC13 polyUb 2 and 697 NFkB inh -31.
`Cc1ccc(Cn2c(-n3nc(C)cc3C)nc3c2c(=O)[nH]c(=O)n3C)cc1` gave Gli-Sufu block 5, Apaf-1 inh -5, Jurkat NFkB inh -8, CCR6 antag 1, SENP8 inh 6, EBI2 antag -7, UBC13 polyUb 6 and 697 NFkB inh -5.
`Cc1ccc(C(=O)NNC(=O)CSc2nnc3c(n2)[nH]c2ccc(F)cc23)cc1` gave Gli-Sufu block 0, Apaf-1 inh 9, Jurkat NFkB inh -20, CCR6 antag 19, SENP8 inh -3, EBI2 antag 13, UBC13 polyUb -18 and 697 NFkB inh -1.
Screening Cc1cc(C(=O)N2CCN(c3ccc([N+](=O)[O-])cc3)CC2)no1 returned Gli-Sufu block 2, Apaf-1 inh -2, Jurkat NFkB inh 19, CCR6 antag 1, SENP8 inh -1, EBI2 antag 2, UBC13 polyUb -3 and 697 NFkB inh -1.
CSc1cccc(NC(=O)COC(=O)C2(c3ccccc3)CC2)c1 was read as Gli-Sufu block -7, Apaf-1 inh 17, Jurkat NFkB inh 2, CCR6 antag 25, SENP8 inh -3, EBI2 antag 18, UBC13 polyUb 2 and 697 NFkB inh 6.
CCCSc1nc2cc(S(=O)(=O)N3CCOCC3)ccc2n1CC was read as Gli-Sufu block 6, Apaf-1 inh -5, Jurkat NFkB inh -11, CCR6 antag -3, SENP8 inh 10, EBI2 antag -1, UBC13 polyUb 6 and 697 NFkB inh -4.
Screening COCCC1CCCCN1C(=O)c1cc(COc2ccc(C)nc2)on1 (centres undefined) returned Gli-Sufu block 31, Apaf-1 inh 10, Jurkat NFkB inh 5, CCR6 antag -2, SENP8 inh -2, EBI2 antag 3, UBC13 polyUb -4 and 697 NFkB inh -24.
Screening COc1nc(N2CCCCCC2)nc(N2CCCCCC2)n1 returned Gli-Sufu block 5, Apaf-1 inh 15, Jurkat NFkB inh 1, CCR6 antag -2, SENP8 inh 9, EBI2 antag 10, UBC13 polyUb -8 and 697 NFkB inh -46.
O=C(CNC(=O)c1ccc(Br)o1)Nc1ncccc1O was read as Gli-Sufu block -15, Apaf-1 inh 5, Jurkat NFkB inh 1, CCR6 antag 1, SENP8 inh -7, EBI2 antag -4, UBC13 polyUb -16 and 697 NFkB inh -14.
Screening O=C(NC1CCCCC1)N(CCO)Cc1cc2cc3c(cc2[nH]c1=O)OCCO3 returned Gli-Sufu block 3, Apaf-1 inh 10, Jurkat NFkB inh -14, CCR6 antag 1, SENP8 inh -5, EBI2 antag -9, UBC13 polyUb -9 and 697 NFkB inh -1.
`COc1ccccc1NC(=O)c1sc(Cl)nc1C` gave Gli-Sufu block 3, Apaf-1 inh -3, Jurkat NFkB inh 3, CCR6 antag 12, SENP8 inh -3, EBI2 antag -1, UBC13 polyUb -6 and 697 NFkB inh -4.
Screening CCOc1ccc(NC(=O)CN2CC(c3ccccc3)CC2=O)cc1 (centres undefined) returned Gli-Sufu block -20, Apaf-1 inh -9, Jurkat NFkB inh -5, CCR6 antag 0, SENP8 inh 7, EBI2 antag -9, UBC13 polyUb 0 and 697 NFkB inh 8.
`CC1(c2ccccc2)NC(=O)N(CC(=O)N(c2ccccc2)C2CCS(=O)(=O)C2)C1=O` (centres undefined) gave Gli-Sufu block 11, Apaf-1 inh 3, Jurkat NFkB inh -16, CCR6 antag 2, SENP8 inh -11, EBI2 antag -7, UBC13 polyUb -12 and 697 NFkB inh 8.
`CC(=O)Nc1ccc(/C(C)=N/NC(=O)C2CC2c2ccccc2)cc1` (centres undefined) gave Gli-Sufu block 36, Apaf-1 inh -2, Jurkat NFkB inh 9, CCR6 antag -9, SENP8 inh -9, EBI2 antag 4, UBC13 polyUb -6 and 697 NFkB inh 3.
`Cc1ccccc1OCc1nc(-c2ccc(NC(=O)c3cccs3)cc2)no1` gave Gli-Sufu block -24, Apaf-1 inh -5, Jurkat NFkB inh -46, CCR6 antag -5, SENP8 inh 5, EBI2 antag 15, UBC13 polyUb -10 and 697 NFkB inh -54.
For CN(C)C(CNC(=O)c1ccc(NS(=O)(=O)c2ccc3[nH]c(=O)[nH]c3c2)cc1)c1ccccc1 (centres undefined) the results were Gli-Sufu block -16, Apaf-1 inh -3, Jurkat NFkB inh 1, CCR6 antag -3, SENP8 inh 5, EBI2 antag -3, UBC13 polyUb -6 and 697 NFkB inh -9.
Screening COc1ccc(CNC2CCCC2)c(OC)c1OC returned Gli-Sufu block 6, Apaf-1 inh -4, Jurkat NFkB inh -5, CCR6 antag 2, SENP8 inh 1, EBI2 antag -10, UBC13 polyUb 3 and 697 NFkB inh 4.
`CCOc1ccc(CC(=O)N/N=C(\C)c2cccnc2)cc1OCC` gave Gli-Sufu block 13, Apaf-1 inh -9, Jurkat NFkB inh 11, CCR6 antag -6, SENP8 inh -3, EBI2 antag 0, UBC13 polyUb 5 and 697 NFkB inh 4.
CC1=CC(C)(C)N2C(=O)C3(C(C#N)=C(N)Oc4cc(O)ccc43)c3c(C)c(C)cc1c32 (centres undefined) was read as Gli-Sufu block -2, Apaf-1 inh 15, Jurkat NFkB inh -2, CCR6 antag -5, SENP8 inh -3, EBI2 antag 4, UBC13 polyUb 18 and 697 NFkB inh 13.
For CC(C)[C@H](NC(=O)Nc1ccccc1F)C(=O)O the results were Gli-Sufu block 10, Apaf-1 inh 6, Jurkat NFkB inh -7, CCR6 antag -16, SENP8 inh -6, EBI2 antag 1, UBC13 polyUb -9 and 697 NFkB inh 8.

Quoted at random: 2 records from the list.
For CC(C)[C@H](NC(=O)Nc1ccccc1F)C(=O)O the results were Gli-Sufu block 10, Apaf-1 inh 6, Jurkat NFkB inh -7, CCR6 antag -16, SENP8 inh -6, EBI2 antag 1, UBC13 polyUb -9 and 697 NFkB inh 8.
CC1=CC(C)(C)N2C(=O)C3(C(C#N)=C(N)Oc4cc(O)ccc43)c3c(C)c(C)cc1c32 (centres undefined) was read as Gli-Sufu block -2, Apaf-1 inh 15, Jurkat NFkB inh -2, CCR6 antag -5, SENP8 inh -3, EBI2 antag 4, UBC13 polyUb 18 and 697 NFkB inh 13.

3 structures already listed, arranged by count of non-hydrogen atoms, descending.
`Cc1ccccc1OCc1nc(-c2ccc(NC(=O)c3cccs3)cc2)no1` gave Gli-Sufu block -24, Apaf-1 inh -5, Jurkat NFkB inh -46, CCR6 antag -5, SENP8 inh 5, EBI2 antag 15, UBC13 polyUb -10 and 697 NFkB inh -54.
Screening COc1ccc(CNC2CCCC2)c(OC)c1OC returned Gli-Sufu block 6, Apaf-1 inh -4, Jurkat NFkB inh -5, CCR6 antag 2, SENP8 inh 1, EBI2 antag -10, UBC13 polyUb 3 and 697 NFkB inh 4.
For CC(C)[C@H](NC(=O)Nc1ccccc1F)C(=O)O the results were Gli-Sufu block 10, Apaf-1 inh 6, Jurkat NFkB inh -7, CCR6 antag -16, SENP8 inh -6, EBI2 antag 1, UBC13 polyUb -9 and 697 NFkB inh 8.

Next entries:
Screening COC(=O)Cc1ccc(OC(=O)CCS(=O)(=O)c2ccc(Cl)cc2)cc1 returned Gli-Sufu block -5, Apaf-1 inh -1, Jurkat NFkB inh 8, CCR6 antag -1, SENP8 inh -9, EBI2 antag -5, UBC13 polyUb -2 and 697 NFkB inh 17.
`CCNC(=O)CC1C(=O)N(c2ccc(F)cc2)C(=O)N1Cc1cccs1` (centres undefined) gave Gli-Sufu block -4, Apaf-1 inh -14, Jurkat NFkB inh -1, CCR6 antag 3, SENP8 inh -1, EBI2 antag 4, UBC13 polyUb 5 and 697 NFkB inh 10.
Screening CCCNCc1cc(OC)c(OCc2ccccc2)cc1Br returned Gli-Sufu block 10, Apaf-1 inh -1, Jurkat NFkB inh -7, CCR6 antag -11, SENP8 inh -11, EBI2 antag -4, UBC13 polyUb 22 and 697 NFkB inh -7.
Screening CSc1nnc(-c2ccc(S(=O)(=O)N3CCCC3)cc2)n1C returned Gli-Sufu block -2, Apaf-1 inh -5, Jurkat NFkB inh 9, CCR6 antag 5, SENP8 inh 3, EBI2 antag 2, UBC13 polyUb 8 and 697 NFkB inh 15.
For COc1ccccc1Nc1nc(N)nc(CN2CCCCC2)n1 the results were Gli-Sufu block 0, Apaf-1 inh -11, Jurkat NFkB inh 2, CCR6 antag -2, SENP8 inh -1, EBI2 antag 0, UBC13 polyUb 15 and 697 NFkB inh 3.
Screening CCC(C)Sc1cccc(-c2nc3ccc(Cl)cn3c2NCc2ccccc2)c1 (centres undefined) returned Gli-Sufu block -9, Apaf-1 inh 34, Jurkat NFkB inh -15, CCR6 antag 35, SENP8 inh -2, EBI2 antag 26, UBC13 polyUb 9 and 697 NFkB inh -12.

Screening data deposited in PubChem BioAssay by Sanford-Burnham Center for Chemical Genomics.
